LMNA splice mod = modulators of lamin A splicing | hit rate 0.01% among 200,000 | HeLa LMNA splicing GFP/RFP minigene ratio, 48 h | Potency, µM (doses to about 46.1 µM), for the others: top-dose ratio change, negative = inhibition, usual class: inhibitors; active = well fitted inhibition curve with a large enough effect in the signal ratio, with a control signal flat, not every such curve was filed as active; inconclusive = small, poorly fitted or top-dose-only effect, or effect the other way, or a change in a side signal; the % refers to the signal ratio; note: potency is the fitted concentration of half-maximal effect; % is set by controls: 0 for no effect and ±100 for the full control effect
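S3 HeLa stable clones carrying a lamin A-EGFP splicing minigene plus DsRed2 were seeded at 600 cells/well in Opti-MEM with 2% FBS, pin-dosed and incubated 48 h at 37°C. Acumen cytometry (488 nm) gave the GFP/RFP total-intensity ratio.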
HTT ATP protect = Huntington cell model cytoprotection by ATP luminescence; PC12 HTT-Q103 induced, cytoprotection, ATP luminescence, 40 h; Potency, µM (series often up to 56.4 µM), inactives show cytoprotection (ATP increase), hits mostly activators; hit rate 0.14% among 230,000; AID 1471;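 note: potency is the fitted concentration of half-maximal effect; % of control where 0% means no effect; nearly all actives have a fitted effect of over 45% in size; toxic huntingtin expression switched on by the ecdysone agonist tebufenozide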
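Huntington model: PC12 line, ecdysone-inducible HTTQ103 exon1–GFP, tebufenozide 100 nM. Test articles in a dose series. Endpoint luminescence from cellular ATP.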
CBFb RUNX1 block = blocks binding between human CBF-beta and RUNX1; 230,000 tested, under 10 active; AID 1477; Potency, µM (highest dose often 59.8 µM), for inactives: at the highest dose activity, negative = inhibition, hits mostly inhibitors; Q01196+Q13951; AlphaScreen CBFb-His/RUNX1-biotin binding, biochemical; note: % of control where 0% means no effect
Target sequence (Q01196 whole entry, looked up): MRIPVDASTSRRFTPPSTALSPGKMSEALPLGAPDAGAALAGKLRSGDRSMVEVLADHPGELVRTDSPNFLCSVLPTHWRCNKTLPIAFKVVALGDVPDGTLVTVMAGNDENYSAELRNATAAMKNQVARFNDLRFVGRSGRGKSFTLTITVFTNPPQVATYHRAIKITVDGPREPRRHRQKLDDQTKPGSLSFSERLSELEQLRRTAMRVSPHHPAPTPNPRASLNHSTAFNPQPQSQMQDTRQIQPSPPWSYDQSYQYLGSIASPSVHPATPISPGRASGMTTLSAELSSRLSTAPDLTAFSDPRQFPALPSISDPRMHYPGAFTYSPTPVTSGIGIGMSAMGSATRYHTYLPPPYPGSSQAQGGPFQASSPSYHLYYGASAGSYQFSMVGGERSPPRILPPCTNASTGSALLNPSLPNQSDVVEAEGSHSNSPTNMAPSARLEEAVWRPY
Target sequence (Q13951 whole entry, looked up): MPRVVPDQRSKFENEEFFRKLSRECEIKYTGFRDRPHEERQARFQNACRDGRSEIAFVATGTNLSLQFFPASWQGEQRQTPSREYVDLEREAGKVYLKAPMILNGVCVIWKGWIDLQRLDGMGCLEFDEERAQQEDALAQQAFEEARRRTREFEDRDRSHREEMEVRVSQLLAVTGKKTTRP
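Compounds were screened at multiple concentrations against a preformed CBF-beta(His)/RUNX1(biotin) complex (30 nM of each) for 15 min at room temperature, followed by 90 min with nickel and streptavidin beads and AlphaScreen reading.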
HTT aggregate = mutant huntingtin aggregation inhibition; PC12 HttQ103-GFP aggregates, Acumen cytometry, 40 h; Potency, µM (series often up to 46.1 µM), without a hit: top-dose activity change, negative = inhibition, actives largely listed as inhibitors; hit rate 1.1% among 220,000; note: potency is the fitted concentration of half-maximal effect; % is set by controls: 0 for no effect and ±100 for the full control effect; nearly all actives have a fitted effect of over 60% in size
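Huntingtin Q103 exon 1–GFP aggregates in induced PC12 cells (100 nM tebufenozide) were quantified by cytometry from lysates, with compounds dosed in titration.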
IMPase Li cell = cell-permeable IMPase inhibitors with lithium potentiation; CHO-M1 cells, IP1 TR-FRET (IP-One), carbachol + lithium; hit rate 0.35% among 210,000; Potency, µM (highest dose often 59.4 µM), inactives show top-dose activity, negative = IMPase inhibition, usual class: inhibitors;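 note: IP1 builds up when IMPase is blocked and the TR-FRET signal falls; potency is the fitted concentration of half-maximal effect; plate controls were basal vehicle for no effect and high inhibitor control for full effect; nearly all actives have a fitted effect of over 50% in size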
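CHO-M1, 2000 cells/well, 16–30 h culture; cpd + low Li+, 30 min 37C; lysis with d2-IP1/Eu-anti-IP1 Ab, 10 min RT; TR-FRET 665/620 ratio and 620 channel; AC50 via Hill.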
SMN2 splice up = enhancers of SMN2 splice variant expression; HEK293 SMN2-luciferase splicing reporter, luminescence, 30-36 h; Potency, µM (doses to about 46.1 µM), inactives show top-dose activity change, positive = activation, actives largely listed as activators; hit rate 2.8% among 210,000; note: potency is the fitted concentration of half-maximal effect; % of control where 0% means no effect; nearly all actives have a fitted effect of over 55% in size
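HEK293 cells carry an SMN2 minigene-luciferase reporter in which exon 7 inclusion puts luciferase in frame. Cells were seeded at 2000 cells/well, attached for 10-12 hours, then exposed to compounds for 30-36 hours at 37C before ONE-Glo luminescence.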
Luc counter = counter-screen: inhibitors of Kinase-Glo firefly luciferase. Potency, µM (series often up to 38.3 µM), without a hit: at the top dose activity change, negative = inhibition, hits mostly inhibitors. hit rate 0.28% among 200,000. Kinase-Glo luciferase, ATP luminescence, 8 min; note: potency is the fitted concentration of half-maximal effect; % is set by controls: 0 for no effect and ±100 for the full control effect; nearly all actives have a fitted effect of over 60% in size
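Compounds were added to a substrate mix at pH 7.2 (50 mM imidazole, 10 uM ATP, within the enzyme's linear range), followed by Kinase-Glo detection reagent; luminescence was measured after 8 minutes at ambient temperature.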
An asterisk follows results filed as active; ? = inconclusive; nt = not tested or not shown; & = joins results of further samples; [ ] = dose if it differs, or a comment. Unless noted, calls come from the whole dose curve; as a rule, active = well fitted curve in the direction sought with a large enough effect; inconclusive = small, poorly fitted or top-dose-only effect, or another doubt; inactive = no such curve, though single readings can be large; an effect the other way counts as inactive or inconclusive.

Value order: LMNA splice mod	HTT ATP protect	CBFb RUNX1 block	HTT aggregate	IMPase Li cell	SMN2 splice up	Luc counter
CCOCCCNC(=S)N1CCCC(c2nc3ccc(C)cc3[nH]2)C1 (configuration not stated)
→ -8%[46 µM]	17%[10 µM]	0%	-2%[9.22 µM]	2%	nt	2%
O=C(NC1CCCCCC1)c1cc(-c2ccccn2)nc2ccccc12
→ ?	-13%[10 µM]	7%	15%	22%	-3%	-4%
CCC(=O)NNc1nc2c(Cl)cccc2s1
→ -28%[46 µM]	-10%	7%	14%[9.22 µM]	-6%	4%	5%
Cc1ccc(Nc2c(-c3ccco3)nc3nc(C)cc(C)n23)cc1
→ 18%[9.22 µM]	-42%[inhibitor]	-1%	-8%	-2%	-16%	-1%
CCc1ccc(N2CC(C(=O)NCc3ccc4c(c3)OCO4)CC2=O)cc1 (configuration not stated)
→ 9%	-2%	-1%	-2%	6%[38.3 µM]	-3%	-2%
O=C(Nn1c(O)c(C=C2N=c3ccccc3=N2)sc1=S)c1cccc(Cl)c1
→ 0%	-11%	-4%	9%	7%[38.3 µM]	12%	9%
CCn1cc(C(=O)NCc2ccc3c(c2)OCO3)c(=O)c2cc(S(=O)(=O)N(C)C)ccc21
→ -2%	nt	7%	-7%	5%	-24%	5%
Cc1nn(S(=O)(=O)N(C)C)c(C)c1CN1C(=O)c2ccccc2C1=O
→ 6%	-12%	-5%	1%	-2%[38.3 µM]	16%	3%
CCOC(=O)C1=C(N)Oc2cc(C)n(C)c(=O)c2C1c1ccncc1 (configuration not stated)
→ -6%	-11%[0.074 µM]	2%	9%	0%[38.3 µM]	2%	-2%
CCOc1ccc(Nc2nc(Cc3nnc(SCC(=O)O)o3)cs2)cc1
→ -2%	-36%	-42%	0%	1%[38.3 µM]	4%	-3%
O=C(Nc1nc(-c2ccccc2)nc2ccccc12)c1ccc(F)cc1
→ nt	-47%	7%	-11%	?	-29%	-2%
Cc1cc(NS(=O)(=O)c2ccccc2)n(-c2ccccc2)n1
→ -7%	12%[10 µM]	0%	6%	7%[38.3 µM]	10%	1%
Cc1nc2nc[nH]n2c(=O)c1NC(=O)CCc1ccccc1
→ 3%	8%	-1%	1%	6%[38.3 µM]	-39%[inhibitor]	-2%
Cc1ccc(C2=NN(CC(=O)NCc3ccccn3)C(=O)CC2)cc1
→ -7%	12%[10 µM]	-11%	7%	0%	6%	3%
CN(C)S(=O)(=O)c1cccc(NC(=O)CSc2ncnc3ccccc23)c1
→ nt	25%[10 µM]	1%	-13%[9.22 µM]	nt	nt	nt
CC(C)(C)OC(=O)NCCCC[C@H](NC(=O)c1nc[nH]c1C(=O)N[C@@H](CCCCNC(=O)OC(C)(C)C)C(=O)OC(C)(C)C)C(=O)OC(C)(C)C
→ nt	5%[10 µM]	9%	-7%[9.22 µM]	nt	nt	nt
Cc1ccc(CO/N=C/c2c(O)cc(C)oc2=O)cc1
→ nt	-23%	-2%	26%	2%	-1%	-2%
N#Cc1c(N)nc2c(c1N)CC(=O)N2c1ccccc1-c1ccccc1
→ 5%	0%[10 µM]	-5%	-5%	-10%[38.3 µM]	-5%	2%
Cc1ccc(N2C(N)=C(C#N)C(c3cc(CN4CCOCC4)cs3)C3=C2CC(C)(C)CC3=O)cc1 (configuration not stated)
→ nt	-20%	1%	-21%	6%	10%	-4%
CCOC(=O)C1=c2/c(=C/c3ccncc3)c(N)c(C(=O)OC)n2C(=O)C(c2ccncc2)S1 (configuration not stated)
→ ?	16%	-7%	10%	16%	-1%	2%
CCOC(=O)c1cnc2ccc(OC)cc2c1Nc1ccc2c(c1)OCCO2
→ ?	-51%	5%	?	36%[activator][38.3 µM]	-20%	1%
CN(C)C(=S)Nc1ccc(S(=O)(=O)N2CCCCC2)cc1
→ nt	6%[10 µM]	2%	7%[9.22 µM]	nt	nt	nt
COC1(c2cc(-c3ccccc3)nc(N)n2)CCCCC1
→ 7%	-20%	7%	?	-14%[38.3 µM]	-7%	-3%
CC1=C(C(=O)NCc2ccc(Cl)cc2)C2(CCC(C)CC2)OC1=O (configuration not stated)
→ nt	-2%[10 µM]	14%	-21%[9.22 µM]	nt	-12%	nt
Cc1nn(C)cc1C(=O)Nc1ccccc1Br
→ 7%	nt	-3%	-1%	-4%	13%	-6%
COCCNC(=O)CCSc1nc(-c2ccc(OC)cc2)cc(C(F)(F)F)n1
→ 1%	0%[1.9 µM]	14%	1%	3%	-11%&-3%	-1%
Cc1ccc(C)c(S(=O)(=O)NCc2ccc(C(=O)N3CC(C)OC(C)C3)cc2)c1 (configuration not stated)
→ 0%	14%[10 µM]	1%	1%	-3%	-13%	0%
O=C(CC1C(=O)NCCN1Cc1cccc(Oc2ccccc2)c1)NCCc1cscn1 (configuration not stated)
→ ?	24%[10 µM]	6%	26%[9.22 µM]	6%	-8%	-1%
CCOC(=O)C1CCN(C(=O)CN(C)S(=O)(=O)c2cc(C)ccc2OC)CC1
→ -1%	-1%	1%	2%	7%[38.3 µM]	?	-3%
CN=C1CC(SC)=C1c1ccc(C)cc1
→ 5%	-12%[10 µM]	-1%	-9%	14%	13%	0%

Three entries from above, arranged by the value under HTT aggregate, highest first:
| compound | CBFb RUNX1 block | HTT aggregate | IMPase Li cell |
| --- | --- | --- | --- |
| O=C(Nn1c(O)c(C=C2N=c3ccccc3=N2)sc1=S)c1cccc(Cl)c1 | -4% | 9% | 7%[38.3 µM] |
| Cc1ccc(Nc2c(-c3ccco3)nc3nc(C)cc(C)n23)cc1 | -1% | -8% | -2% |
| O=C(Nc1nc(-c2ccccc2)nc2ccccc12)c1ccc(F)cc1 | 7% | -11% | ? |

(listing goes on)
Value order: LMNA splice mod	HTT ATP protect	CBFb RUNX1 block	HTT aggregate	IMPase Li cell	SMN2 splice up	Luc counter
CCCCCCn1c(CN2CCN(CCO)CC2)nc2c1c(=O)n(C)c(=O)n2C
→ -7%	10%[10 µM]	10%	30%	12%[38.3 µM]	9%	-1%
Cc1ccc(N(CC(=O)NCc2cccnc2)S(C)(=O)=O)cc1C
→ 4%	-7%	2%	-6%	6%	6%	1%
COc1cc(CC(=O)OCC(=O)Nc2ccc3c(c2)OCCO3)cc(OC)c1OC
→ 1%	nt	-1%	-6%	-3%	13%	0%
Cc1cc(Cl)ccc1Oc1ncnc2oc(-c3ccccc3)cc12
→ 3%[0.0737 µM]	-14%	-5%	-13%	-2%[38.3 µM]	-7%	-1%
CCCc1nc2oc(C(=O)c3ccccc3)c(N)c2c2c1COC(C)(C)C2
→ 6%	-11%[10 µM]	1%	5%	0%[38.3 µM]	-20%	-3%
CC(=O)Nc1ccc(NC(=O)COC(=O)Cc2c[nH]c3ccccc23)cc1
→ -3%	9%[10 µM]	-1%	-5%	-3%	-17%	-2%
O=C(O)CN1CCN(Cc2ccccc2F)C1=O
→ 35%[9.22 µM]	-4%	2%	-4%	-7%	-40%	2%
COc1ccccc1N1C(=O)C=C(Sc2nc(C)cc(C)n2)C1=O
→ nt	-8%[10 µM]	-13%	5%[9.22 µM]	nt	nt	nt
CC1(C(=O)O)CCC(C(=O)N2CCCCC2)C1(C)C (configuration not stated)
→ nt	-8%[10 µM]	12%	-7%[9.22 µM]	-2%	nt	-2%
Cc1cccc(Nc2ncc3c(n2)CC(c2ccco2)CC3=O)c1 (configuration not stated)
→ ?	25%[10 µM]	-1%	3%	27%[38.3 µM]	10%	0%
Cc1[nH]c2ccc(C(C)C)cc2c1CC(=O)O
→ nt	9%[10 µM]	-5%	-20%[9.22 µM]	nt	nt	nt
S=C(NCc1ccco1)Nc1cccc(Cl)c1Cl
→ nt	22%[10 µM]	2%	11%[9.22 µM]	nt	nt	nt
NNC(=O)c1cc2cc(OC(F)(F)F)ccc2[nH]1
→ nt	3%[10 µM]	0%	9%[9.22 µM]	nt	nt	nt
CC(C)SCCCOc1ccc(C(C)(C)C)cc1
→ 4%	28%	1%	14%[9.22 µM]	42%[activator][38.3 µM]	9%	6%
COc1cc(C(=O)c2ccccc2)c([N+](=O)[O-])cc1OC
→ nt	7%[10 µM]	-2%	2%[9.22 µM]	nt	nt	nt
O=C(O)Cc1sc(-c2cccnc2)nc1-c1ccc(Br)cc1
→ nt	-11%	-7%	11%	-16%	-14%	-2%
Cc1nc2ccccn2c1/C(O)=C1\C(=O)C(=O)N(CCN(C)C)C1c1cccnc1 (configuration not stated)
→ ?	3%	4%	8%	-5%[38.3 µM]	-9%	3%
CC(C)CCNC(=O)NC(=O)CSc1nnc(-c2ccccc2Br)o1
→ -17%	-1%[10 µM]	3%	-7%	27%[38.3 µM]	-16%	-3%
CCC(C)(C)NC(=O)CN(Cc1cccs1)C(=O)CNS(=O)(=O)c1ccc(F)cc1
→ -11%[46 µM]	27%[10 µM]	9%	11%[9.22 µM]	5%	nt	-2%
O=C(CSc1nnc(-c2cccnc2)n1-c1ccccc1)Nc1ccccc1
→ -11%	-14%[10 µM]	2%	-8%	2%	4%	0%
Cn1cc(/C=N/n2cnc3scc(-c4ccc(Cl)cc4)c3c2=O)c2ccccc21
→ ?	-148%[inhibitor][0.074 µM]	5%	27%	-17%[38.3 µM]	-37%[inhibitor]	2%
CCOc1ccc(N=NS(=O)(=O)O)cc1
→ nt	1%[10 µM]	nt	nt	11%	-13%[9.22 µM]	-7%[7.66 µM]
CC(C)(C)c1cc(C(=O)NN)n(Cc2ccc(F)cc2)n1
→ nt	20%[10 µM]	1%	11%[9.22 µM]	nt	nt	nt
O=C(OCc1nc2ccccc2s1)C1CCN(S(=O)(=O)c2cccs2)CC1
→ 6%	-11%[10 µM]	5%	1%	22%[38.3 µM]	22%	-3%
Cc1ccc(C(=O)/C=C2\NCCNC2=O)cc1
→ -4%	-21%[10 µM]	-4%	4%	6%	2.8µM*	-12%
CCC(=O)Nc1ccc(NC(=O)c2ccccc2)nc1
→ -1%[46 µM]	-138%	0%	15%	1%	4µM*	-15%
Cc1cccc(CSc2nnc([C@@H]3CCCN3)o2)c1
→ nt	7%[10 µM]	-1%	-17%[9.22 µM]	nt	nt	nt
CCOc1ccc(OCCCC(=O)Nc2nc3ccccc3[nH]2)cc1
→ 6%[9.22 µM]	-15%[10 µM]	4%	8%	-6%	-1%	-1%
N#Cc1ccccc1NC(=O)CNc1ccccc1N1CCCCC1
→ 2%	18%	-11%	7%[9.22 µM]	14%[38.3 µM]	-11%	-2%
Cc1cc(C(=O)COc2cccc3cccnc23)c(C)n1C
→ -17%	-58%[inhibitor][10 µM]	-17%	0%	-1%[38.3 µM]	?	-7%
COc1ccc(NC(=O)CN(C)C(=O)c2ccc(C)s2)cc1
→ 6%	5%	0%	10%	-2%[38.3 µM]	-6%	-2%
